L3MBTL1 block: inhibitors of human L3MBTL1 | AlphaScreen L3MBTL1–H3K9me1 peptide binding | Potency, µM (top dose mostly 57.1 µM), for inactives: at the top dose activity, negative = inhibition, usual class: inhibitors | 230,000 compounds, 0.66% hits; active = well fitted inhibition curve with a large enough effect; inconclusive = small, poorly fitted or top-dose-only effect; inactive = no such curve, though single readings can be large or run the other way; also: nearly all actives have a fitted effect of over 60% in size
Target sequence (Q9Y468 whole entry, looked up): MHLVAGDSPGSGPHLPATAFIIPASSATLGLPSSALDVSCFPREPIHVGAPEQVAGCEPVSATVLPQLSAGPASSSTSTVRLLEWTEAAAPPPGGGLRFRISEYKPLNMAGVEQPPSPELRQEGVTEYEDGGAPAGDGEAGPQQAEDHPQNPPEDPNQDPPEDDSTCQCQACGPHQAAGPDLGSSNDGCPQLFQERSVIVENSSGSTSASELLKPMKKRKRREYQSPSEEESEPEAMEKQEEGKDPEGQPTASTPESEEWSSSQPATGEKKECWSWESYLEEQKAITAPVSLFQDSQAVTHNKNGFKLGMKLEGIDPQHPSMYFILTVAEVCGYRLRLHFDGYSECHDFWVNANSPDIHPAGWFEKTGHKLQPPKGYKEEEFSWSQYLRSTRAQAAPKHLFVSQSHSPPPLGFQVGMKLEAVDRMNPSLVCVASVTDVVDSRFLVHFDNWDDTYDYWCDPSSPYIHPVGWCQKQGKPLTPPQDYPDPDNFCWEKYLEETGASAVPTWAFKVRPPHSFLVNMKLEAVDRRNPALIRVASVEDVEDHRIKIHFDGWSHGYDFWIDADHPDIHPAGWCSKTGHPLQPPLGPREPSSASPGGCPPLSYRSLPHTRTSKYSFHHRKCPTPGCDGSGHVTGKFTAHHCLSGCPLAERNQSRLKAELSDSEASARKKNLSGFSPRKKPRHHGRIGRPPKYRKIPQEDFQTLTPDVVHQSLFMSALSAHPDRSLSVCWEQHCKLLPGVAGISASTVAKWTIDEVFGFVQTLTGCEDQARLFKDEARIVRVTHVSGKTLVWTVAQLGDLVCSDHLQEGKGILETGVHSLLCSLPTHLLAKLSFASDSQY
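AlphaScreen proximity signal between nickel-chelate acceptor and streptavidin donor beads (final 10 ug/mL) reports binding of 50 nM L3MBTL1 to 75 nM biotin-H3 K9me1 peptide; complex incubated with compounds 30 min at room temperature; cefsulodin titration as control.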
Starred values were filed as active, the others as inactive; ? = inconclusive; [ ] = another dose, or the depositor's remark. % is scaled to controls: 0 for no effect and ±100 for the full control effect; potency is read from the fitted curve at half-maximal effect. This is a subset, so the mix of outcomes need not match the whole.

SMILES	L3MBTL1 block
Cc1ccc(C(=O)NCC(=O)OCC(=O)NC(C)C2CC3CCC2C3)cc1 (centres undefined)	3%
CSc1ccccc1NC(=O)CN(C)C(=O)COc1cccc2cccnc12	?
CCCCn1c(N)c(N(CCOC)C(=O)CSc2ccccc2C)c(=O)[nH]c1=O	13%
CC12CC3CC(C1)CC(C(=O)NNC(=O)c1ccncc1)(C3)C2	5%
NC(=O)C1CCN(C(=O)COc2ccc3c(c2)oc(=O)c2ccccc23)CC1	4%
COc1cc(S(=O)(=O)N2CCOCC2)cc(C(=O)OCC(=O)NCc2ccco2)c1OC	2%
O=S(=O)(c1ccccc1)N1CCN(CCc2ccccc2)CC1	25%
CSc1ccccc1NC(=O)C1CCN(S(C)(=O)=O)CC1	3%
O=C(CNC(=O)c1ccc(Br)o1)Nc1cccc(S(=O)(=O)N2CCCC2)c1	1%
Cc1ccc(CN2CC(C(=O)N3CCN(S(=O)(=O)c4ccc(C)cc4C)CC3)CC2=O)cc1 (centres undefined)	1%
CCCn1c(N)c(C(=O)CSc2nc(C3CC3)n(-c3ccccc3)n2)c(=O)[nH]c1=O	1%
NC(=O)c1c(NC(=O)Cc2ccccc2)sc2c1CCN(Cc1ccccc1)C2	5%
CCN(CC(=O)Nc1c(F)cccc1F)C(=O)C1CCN(C(=O)c2ccc(Cl)cc2)CC1	-2%
Cc1cc(Cl)ccc1OCC(=O)NNC(=O)C1CSC2(C)CCC(=O)N12 (centres undefined)	0%
COc1ccc(NC(=O)CSCC(=O)NCc2ccco2)cc1	-4%
C=CC[C@@H](CC(=O)N[C@H](CO)Cc1ccccc1)C(=O)NCCOC(=O)[C@@H](CC=C)CC(=O)OC(C)(C)C	4%
CC(OC(=O)C1CC(=O)N(Cc2ccco2)C1)C(=O)Nc1ccc(F)cc1Cl (centres undefined)	-3%
Cc1ccc2nc3n(c(=O)c2c1)-c1cc(Cl)ccc1C(=O)NC3Cc1ccccc1 (centres undefined)	3%
O=C(CCC(=O)c1cccs1)NCc1cccc(Cl)c1	5%
Cc1ccc(NC(=O)CN(C)C(=O)COc2ncnc3ccc(Br)cc23)cc1	-1%
CN(CC(=O)Nc1ccc(F)c(F)c1F)C(=O)c1cc(-c2ccncc2)nc2ccccc12	-6%
O=C(NCCNc1ccc([N+](=O)[O-])cc1)c1cccs1	3%
CCOc1ccc(C(=O)NCC(=O)NCC(c2ccc(OC)cc2)N2CCCC2)cc1 (centres undefined)	-11%
CC(C)(C)OC(=O)[C@H](Cc1ccccc1)NC(=O)c1nc[nH]c1C(=O)NCC(=O)OCc1ccccc1	-2%
COC(=O)c1ccc(NC(=O)COC(=O)COc2cccc3c2OC(C)(C)C3)cc1	-2%
Cc1ccc(OCC(=O)NNC(=O)c2ccccc2OCc2c(C)noc2C)cc1	-13%
CC[C@@H]1[C@H]2CCCC(=O)N3CC[C@@H](C[C@@H]1OC(=O)Nc1ccccc1)[C@@H]23	-5%
COc1cccc(-c2nnn(CC(=O)N3CCC(C)CC3)n2)c1	7%
COc1ccc(CN2CCN(C(=O)c3c(-c4ccccc4)noc3C)CC2)cc1F	2%
O=C(NCCC1=CCCCC1)c1ccc(-n2cncn2)c([N+](=O)[O-])c1	46%[activator]
Cc1ccc(C2SCC(=O)N2c2ccccc2)cc1 (centres undefined)	-4%
COc1ccc(S(=O)(=O)N2CCOCC2)cc1NS(=O)(=O)c1ccc(F)c(F)c1	5%
CCN(CC(=O)Nc1cc(Cl)ccc1C)C(=O)c1oc2ccc(OC)cc2c1C	-4%
[N-]=[N+]=NC[C@H](c1ccccc1)N1CCN(Cc2ccccc2)CCC1=O	7%
COc1ccc(C(=O)NC(C)c2ccc(-n3ccnc3)cc2)cc1S(=O)(=O)N1CCOCC1 (centres undefined)	-3%
COc1cc(OC)c(N(C)S(=O)(=O)c2cccc(C(=O)Nc3nccs3)c2)cc1Cl	-1%
CCc1nnc(NC(=O)CN2CCN(Cc3ccc(F)cc3)CC2)s1	-2%
CN(Cc1ccccc1Br)C(=O)CN1C(=O)NC2(CCCCCC2)C1=O	-3%
Oc1ccccc1-c1ccn[nH]1	3%
CC(=O)c1cccc(NC(=O)C(C)OC(=O)CCCN=C2NS(=O)(=O)c3ccccc32)c1 (centres undefined)	0%
COc1ccc(-c2cccc3c2NC(=O)C3=O)cc1OC	14%
CCCC(=O)Nc1ccc(-c2csc(-c3cccnc3)n2)cc1	12%
NC(=O)c1ccc(/C=N/O)[n+](Cc2ccccc2)c1	2%
COc1ccc(C(=O)Nc2nc3ccccc3s2)cc1	17%
O=C(C[C@H]1C/C=C\CC[C@H](Cc2ccc(F)cc2)C(=O)OC[C@H]2CCCN2C1=O)N[C@@H](CO)Cc1ccccc1	1%
CC(NC(=O)c1ccc(Cl)c(S(=O)(=O)N2CCCCCC2)c1)c1cccnc1 (centres undefined)	4%
COc1ccc(OC)c(CN2CCN(C(=O)CNC(=O)c3ccc(C(C)(C)C)cc3)CC2)c1	-11%
Cc1ccc(NC(=O)COC(=O)CNC(=O)C2CCCCC2)cc1S(=O)(=O)N(C)C	6%
O=C1[C@@H](Oc2ccccc2)[C@@H](c2ccncc2)N1c1ccccc1	6%
CC(=O)c1ccc(NC(=O)C(C)Sc2nnc3ccccn23)cc1 (centres undefined)	0%
CC1CC(C)CN(CCCNC(=O)c2c(O)nc3ccccn3c2=O)C1 (centres undefined)	12%
COc1ccccc1C(=O)Nc1ccc2c(c1)C(=O)NC2=O	5%
CCOc1ccc(-c2noc(CCC(=O)NCCc3ccccc3)n2)cc1OC	7%
OCCNc1nc(-c2ccccc2)c2cc(Br)ccc2n1	?
CCN1CCN(C(=O)C2=CC(c3ccc(C)cc3)=NS(=O)(=O)N2C)CC1	-4%
Cc1ccc(S(=O)(=O)NCC(=O)OCC(=O)Nc2ccc3c(c2)OCCO3)cc1	5%
COc1ccc(C2=NN(c3ccccc3)C(c3ccc(OC)c(OC)c3)C2)cc1 (centres undefined)	43%[activator]
O=C(COC(=O)c1cc(Br)ccc1O)NNC(=O)c1ccc(Cl)cc1	9%
CCCN(CC(=O)Nc1ccccc1C)C(=O)c1ccc2c(c1)OCO2	6%
Cc1ccc(S(=O)(=O)N(C)CC(=O)N(CC(C)C)C2CCS(=O)(=O)C2)cc1 (centres undefined)	-8%
New compounds follow
SMILES	L3MBTL1 block
O=C(CNC(=O)c1ccc(Br)cc1)Nc1ccc2c(c1)CCC2	-4%
O=C(CNC(=O)c1cccs1)Nc1ccncc1	6%
CCN(CC(=O)NC1CCS(=O)(=O)C1)S(=O)(=O)c1ccc(Br)cc1 (centres undefined)	8%
Cc1ccccc1Cn1c(C)nc2ccc([N+](=O)[O-])cc2c1=O	-4%
Cc1c(C(=O)Nc2nccs2)oc2ccc(F)cc12	-2%
CCOC(=O)C1=C(COC(=O)c2ccccc2[N+](=O)[O-])NC(=O)NC1C (centres undefined)	-1%
O=C(Cn1cc([N+](=O)[O-])ccc1=O)NC1CCCCC1	3%
CN(C)S(=O)(=O)c1cccc(NC(=O)c2ccc3c(c2)OCCO3)c1	8%
CCn1c(COc2ccccc2OC)nc2ccccc21	-4%
COc1ccc(/C=C/C(=O)OCC(=O)N2CCCCCC2)cc1OC	3%
CCc1cc(C)cc(OCCOc2ccccc2/C=N/NC(C)=O)c1	-3%
CCc1cccc(NC(=O)CSc2nnc(Cc3ccc(OC)cc3)c(=O)[nH]2)c1	-5%

An excerpt from above in order of SMILES length, low to high:
SMILES	L3MBTL1 block
O=C(CNC(=O)c1cccs1)Nc1ccncc1	6%
CCc1cc(C)cc(OCCOc2ccccc2/C=N/NC(C)=O)c1	-3%
CN(C)S(=O)(=O)c1cccc(NC(=O)c2ccc3c(c2)OCCO3)c1	8%

New compounds follow
SMILES	L3MBTL1 block
Cc1ccc(NC(=O)COC(=O)c2ccc(S(=O)(=O)N3CCCC3)cc2)cc1	-5%
Cc1cccc(C)c1NC(=O)CN(C)C(=O)c1ccccc1Cc1ccccc1	0%
Cc1cc(C)c2nc(N(CCCN(C)C)C(=O)c3ccc(S(=O)(=O)N4CC(C)OC(C)C4)cc3)sc2c1 (centres undefined)	-4%
COc1ccccc1N(C)S(=O)(=O)c1ccc(C)c(C(=O)NCc2ccccn2)c1	0%
CCOC(=O)c1c(C)[nH]c(C(=O)OCC(=O)c2ccccc2)c1C	0%
O=C(Nc1ccc(OC(F)(F)F)cc1)c1ccccc1-n1cnnn1	-8%
CC(C)C[C@@H](CC#N)N1CCN(CCc2ccccc2)CCC1=O	5%
CC(=O)Nc1ccc(Nc2nc(C)cc(C)n2)cc1	-2%
COc1nnc(-c2ccc(C)c(S(=O)(=O)N(C)C)c2)c2ccccc12	-1%
CN1CCN(Cc2nc3ccccc3n2C)CC1CCO (centres undefined)	1%
CC(C)(C)OC(=O)CNC(=O)c1[nH]cnc1C(=O)NC1CCNCC1	8%
CCOC(=O)CN(C(=O)c1snc(C(N)=O)c1N)C(C(=O)NC1CCCCC1)c1ccc(F)cc1 (centres undefined)	-5%
Cc1noc(C)c1COc1ccccc1C(=O)N(C)Cc1ccc(F)cc1	1%
CCC(C)Sc1cccc(-c2nc3ccc(C)cn3c2NC2CCCCC2)c1 (centres undefined)	-4%
CCCn1c(=O)c(C(=O)Nc2ncccc2O)c(O)c2ccccc21	11%
CC(C)(C)OC(=O)C[C@H]1C/C=C\C[C@@H](CC(=O)N[C@@H](CO)Cc2ccccc2)C(=O)NC[C@@H](c2ccccc2)OC1=O	2%
O=C(NCc1ccccc1Cl)C(=O)NCC1CCCN1S(=O)(=O)c1cccs1 (centres undefined)	1%
CCc1cn(C2CC(O)C(CO)O2)c(=O)[nH]c1=O (centres undefined)	11%
CCOc1ccc(OCC(=O)OCC(=O)N2CCN(C(=O)c3ccco3)CC2)cc1	?
COc1ccccc1NS(=O)(=O)c1cc2c3c(c1)CCN3C(=O)CC2	3%
COc1ccc(C(CNC(=O)CNC(=O)c2ccc(F)cc2)N2CCCC2)cc1 (centres undefined)	-6%
CCOc1ccc(S(=O)(=O)Nc2cccc(C(=O)N3CC(C)OC(C)C3)c2)cc1 (centres undefined)	-14%
CN(CC(=O)Nc1ccccc1Cl)C(=O)c1ccc(N2CCCCCC2)c([N+](=O)[O-])c1	-20%
Cc1noc(C)c1CSCC(=O)Nc1ccc(OC(F)F)c(Cl)c1	0%
O=C(Cc1ccc2ccccc2c1)NC(Cc1ccccc1)C(=O)O (centres undefined)	-6%
Oc1ccc(O)c2c1C1c3ccccc3C2c2ccccc21	-12%
COc1ccc(C(=O)C(C)OC(=O)c2sc(C)nc2C)cc1 (centres undefined)	5%
Cc1ccc2cc(C#N)c(N3CCCN(C(=S)NCCCN(C)C)CC3)nc2c1	-1%
Cc1cccc(NC(=O)c2cc(S(=O)(=O)N3CCCC3)cn2C)c1	-3%
O=C(COc1ccccc1)NCC(c1ccco1)N1CCN(c2ccc(F)cc2)CC1 (centres undefined)	-6%
O=C(NNc1ccc([N+](=O)[O-])cc1)Nc1ccccc1	2%
O=C(NNC(=O)c1ccccn1)c1ccc(OC(F)F)cc1	-5%
C=CCN1C(=O)/C(=C2/Sc3ccc(OC)cc3N2CC)SC1=S	-3%[2.29 µM]
CCc1nc2ccccc2c(C(=O)OCC(=O)N2CC(C)OC(C)C2)c1C (centres undefined)	1%
COc1ccc(C)cc1NC(=O)COC(=O)CCC(=O)c1cccs1	3%
Fc1cc(F)c(F)c(SCn2cc(Br)cn2)c1F	12%

A different layout for some results above:
| L3MBTL1 block | Structure |
| --- | --- |
| 11% | CCc1cn(C2CC(O)C(CO)O2)c(=O)[nH]c1=O (centres undefined) |
| ? | CCOc1ccc(OCC(=O)OCC(=O)N2CCN(C(=O)c3ccco3)CC2)cc1 |
| 3% | COc1ccccc1NS(=O)(=O)c1cc2c3c(c1)CCN3C(=O)CC2 |
| -6% | COc1ccc(C(CNC(=O)CNC(=O)c2ccc(F)cc2)N2CCCC2)cc1 (centres undefined) |
| -14% | CCOc1ccc(S(=O)(=O)Nc2cccc(C(=O)N3CC(C)OC(C)C3)c2)cc1 (centres undefined) |
| -20% | CN(CC(=O)Nc1ccccc1Cl)C(=O)c1ccc(N2CCCCCC2)c([N+](=O)[O-])c1 |
| 0% | Cc1noc(C)c1CSCC(=O)Nc1ccc(OC(F)F)c(Cl)c1 |
| -6% | O=C(Cc1ccc2ccccc2c1)NC(Cc1ccccc1)C(=O)O (centres undefined) |
| -12% | Oc1ccc(O)c2c1C1c3ccccc3C2c2ccccc21 |
| 5% | COc1ccc(C(=O)C(C)OC(=O)c2sc(C)nc2C)cc1 (centres undefined) |
| -1% | Cc1ccc2cc(C#N)c(N3CCCN(C(=S)NCCCN(C)C)CC3)nc2c1 |
| -3% | Cc1cccc(NC(=O)c2cc(S(=O)(=O)N3CCCC3)cn2C)c1 |
| -6% | O=C(COc1ccccc1)NCC(c1ccco1)N1CCN(c2ccc(F)cc2)CC1 (centres undefined) |
| 2% | O=C(NNc1ccc([N+](=O)[O-])cc1)Nc1ccccc1 |
| -5% | O=C(NNC(=O)c1ccccn1)c1ccc(OC(F)F)cc1 |
| -3%[2.29 µM] | C=CCN1C(=O)/C(=C2/Sc3ccc(OC)cc3N2CC)SC1=S |
| 1% | CCc1nc2ccccc2c(C(=O)OCC(=O)N2CC(C)OC(C)C2)c1C (centres undefined) |

New compounds follow:
SMILES	L3MBTL1 block
O=C(COC(=O)c1nc(Cl)ccc1Cl)c1ccccc1Cl	16%
COc1ccc(OC)c(-c2csc(NC(=O)C3CSC4(C)CCC(=O)N34)n2)c1 (centres undefined)	-12%
OCC[C@H]1C[C@@H](O)[C@H](O)[C@@]2(OCCc3ccccc32)O1	-2%
CC(C)(C)c1ccc(S(=O)(=O)N2CCN(CC(=O)N3CC(=O)Nc4ccccc43)CC2)cc1	-2%
CCOC(=O)O[C@]1(C(=O)COC(=O)CC)CC[C@H]2[C@@H]3CCC4=CC(=O)C=C[C@]4(C)[C@H]3[C@@H](O)C[C@@]21C	-3%
O=C1c2ccccc2C(=O)N1CC(O)COc1ccccc1Cl (centres undefined)	7%

Bioassay records as filed in PubChem.
